Assay outcomes: PubChem BioAssay, National Center for Advancing Translational Sciences (NCATS)
NPSR antag: antagonists of human neuropeptide S receptor cAMP signaling. CHO-NPSR cells, cAMP TR-FRET, antagonist mode. Potency, µM (highest dose often 38.3 µM), inactives show at the highest dose activity change, negative = inhibition, most hits filed as inhibitors. Q6W5P4. hit rate 1% among 220,000; also: potency is read from the fitted curve at half-maximal effect; % is scaled to controls: 0 for no effect and ±100 for the full control effect; nearly all actives have a fitted effect of over 50% in size; many of its hits are not listed in these tables
Lamin A splicing: changes lamin A minigene splicing in HeLa cells | AID 1487 | Potency, µM (series often up to 46.1 µM), for inactives: top-dose ratio change, negative = inhibition, hits mostly inhibitors | hit rate 0.01% among 200,000 | HeLa LMNA splicing GFP/RFP minigene ratio, 48 h; active = well fitted inhibition curve with a large enough effect in the signal ratio, with a control signal flat, not every such curve was filed as active; inconclusive = small, poorly fitted or top-dose-only effect, or effect the other way, or a change in a side signal; the % refers to the signal ratio; also: potency is read from the fitted curve at half-maximal effect; % is scaled to controls: 0 for no effect and ±100 for the full control effect
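S3 HeLa cells stably expressing lamin A-EGFP splicing minigene plus DsRed2, 600 cells/well, 48 h compound exposure at 37C. Laser-scanning cytometry; analysed as GFP (500-530 nm)/RFP (575-640 nm) total intensity ratio; 0.5% DMSO vehicle.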
CBFb RUNX1 block: inhibitors of human CBF-beta and RUNX1 interaction; Q01196+Q13951; AlphaScreen CBFb-His/RUNX1-biotin binding, biochemical; Potency, µM (highest dose often 59.8 µM), for the others: at the highest dose activity, negative = inhibition, most hits filed as inhibitors; 230,000 tested, under 10 active; AID 1477; also: % of control where 0% means no effect
Target sequence (Q01196 whole entry, looked up): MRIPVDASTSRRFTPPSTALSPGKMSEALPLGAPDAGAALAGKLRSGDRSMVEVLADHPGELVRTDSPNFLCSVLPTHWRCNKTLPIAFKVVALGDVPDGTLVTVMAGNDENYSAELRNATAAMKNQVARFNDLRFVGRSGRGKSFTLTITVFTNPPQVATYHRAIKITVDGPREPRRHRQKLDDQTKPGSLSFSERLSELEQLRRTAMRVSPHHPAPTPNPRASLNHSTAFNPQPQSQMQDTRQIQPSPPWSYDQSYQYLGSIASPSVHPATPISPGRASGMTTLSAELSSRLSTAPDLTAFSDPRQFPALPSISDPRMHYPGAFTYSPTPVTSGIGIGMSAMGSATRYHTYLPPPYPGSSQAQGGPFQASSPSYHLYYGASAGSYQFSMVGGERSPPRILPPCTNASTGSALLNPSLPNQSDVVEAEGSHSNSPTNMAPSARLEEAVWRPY
Target sequence (Q13951 whole entry, looked up): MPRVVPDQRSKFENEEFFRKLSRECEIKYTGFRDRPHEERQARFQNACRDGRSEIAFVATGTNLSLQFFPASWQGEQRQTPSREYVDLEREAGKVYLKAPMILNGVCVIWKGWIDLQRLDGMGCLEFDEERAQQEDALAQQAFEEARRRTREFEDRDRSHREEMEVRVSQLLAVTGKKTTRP
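AlphaScreen binding: CBFb-His and RUNX1-biotin (30 nM each) preincubated 20 min, compound added for 15 min, then nickel and streptavidin beads for 90 min, all at room temperature. Disruption of the interaction by any mechanism counts as activity.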
KinaseGlo FLuc: Kinase-Glo luciferase inhibition (counter-screen) | Q27757 | hit rate 0.28% among 200,000 | AID 1379 | Potency, µM (series often up to 38.3 µM), inactives show at the highest dose activity change, negative = inhibition, actives largely listed as inhibitors | Kinase-Glo luciferase, ATP luminescence, 8 min; also: potency is read from the fitted curve at half-maximal effect; % is scaled to controls: 0 for no effect and ±100 for the full control effect; nearly all actives have a fitted effect of over 60% in size
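Light output from Kinase-Glo luciferase with luciferin and 10 uM ATP in 50 mM imidazole pH 7.2, KCl, MgCl2, Tween 20, BSA; compound pin-delivered, 8-min ambient incubation, then luminescence read.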
IMPase Li cell: cell-permeable IMPase inhibitors with lithium potentiation; Potency, µM (highest dose often 59.4 µM), for the others: at the top dose activity, negative = IMPase inhibition, hits mostly inhibitors; hit rate 0.35% among 210,000; CHO-M1 cells, IP1 TR-FRET (IP-One), carbachol + lithium;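 also: IP1 builds up when IMPase is blocked and the TR-FRET signal falls; potency is read from the fitted curve at half-maximal effect; plate controls were basal vehicle for no effect and high inhibitor control for full effect; nearly all actives have a fitted effect of over 50% in size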
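IP1 accumulation measured by competitive TR-FRET in lysed CHO-M1 cells after 30 min compound exposure at 37C, with a small lithium addition to potentiate weak responses. Hill-equation AC50 from ratio and donor-channel data.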
aGal spleen mod: inhibits or activates alpha-galactosidase in human spleen homogenate | P06280 | human spleen homogenate, 4MU-alpha-Gal fluorescence, 40 min | Potency, µM (top dose mostly 80 µM), for inactives: at the top dose activity change, negative = inhibition, hits mostly inhibitors | hit rate 0.008% among 240,000 | AID 2107;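 also: potency is read from the fitted curve at half-maximal effect; 0% = enzyme with vehicle and -100% = no enzyme basal signal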
Target sequence (P06280 32-429 limits assumed): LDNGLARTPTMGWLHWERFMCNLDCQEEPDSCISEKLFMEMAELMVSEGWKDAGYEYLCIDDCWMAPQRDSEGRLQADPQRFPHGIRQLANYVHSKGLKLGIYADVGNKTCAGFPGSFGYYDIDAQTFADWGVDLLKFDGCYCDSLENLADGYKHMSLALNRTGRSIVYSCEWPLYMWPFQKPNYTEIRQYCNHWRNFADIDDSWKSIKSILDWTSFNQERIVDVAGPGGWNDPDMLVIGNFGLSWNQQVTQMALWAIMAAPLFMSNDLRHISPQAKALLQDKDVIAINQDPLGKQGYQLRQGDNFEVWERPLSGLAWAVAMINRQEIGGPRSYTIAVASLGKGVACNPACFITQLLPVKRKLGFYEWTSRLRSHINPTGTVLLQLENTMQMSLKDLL
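Fluorogenic readout (Ex 365/Em 440 nm) of 4-methylumbelliferone released from 1 mM 4-MU-alpha-galactoside by spleen homogenate, 40 min at 37C, pH 5.0. Data normalized to no-enzyme and enzyme controls; Hill-equation AC50 from compound titrations.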
Epigenetic reg: derepresses silenced GFP reporter in murine cells; murine LDR cells, GFP reporter derepression, 30 h; Potency, µM (titrated, usually from 53.9 µM), for inactives: top-dose GFP activation, most hits filed as activators; hit rate 0.2% among 280,000; AID 1865; also: potency is read from the fitted curve at half-maximal effect; % of control where 0% means no effect; nearly all actives have a fitted effect of over 60% in size
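In this reporter-derepression format, murine cells bearing a silenced integrated CMV-GFP locus incubate with test compound (30 h, 37 C), then are washed and imaged; fluorescent objects of 20–120 um count as induced cells.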
Numbers without * were called inactive; ? = inconclusive; . = not tested or not shown; [ ] = remark or other dose. Unless noted, calls follow the shape of the dose curve; as a rule, active = well fitted curve in the direction sought with a large enough effect; inconclusive = small, poorly fitted or top-dose-only effect, or another doubt; inactive = no such curve, though single readings can be large; an effect the other way counts as inactive or inconclusive.

SMILES	NPSR antag	Lamin A splicing	CBFb RUNX1 block	KinaseGlo FLuc	IMPase Li cell	aGal spleen mod	Epigenetic reg
O=C1c2ccccc2C(=O)N1CCCOc1ccccc1	-19%[46.1 µM]	8%	12%	3%	12%[38.3 µM]	6%	-1.1%
Cc1ccc(C(=O)NC2CC3CCC(C2)N3Cc2ccco2)cc1 (stereo not given)	-6%[46.1 µM]	3%	6%	0%	6%	-5%	0.0%
CC(=O)c1ccc(N2CCC(c3cc(-c4ccc(Cl)cc4)n[nH]3)CC2)c([N+](=O)[O-])c1	-30%[46.1 µM]	17%	?	-2%	24%[38.3 µM]	3%	-0.9%
O=C(CCCCn1c(=O)c2ccccc2n(Cc2ccc(F)cc2Cl)c1=O)NCc1ccco1	-13%[46.1 µM]	-16%	-5%	18%	37%[activator][38.3 µM]	-5%	-2.8%
Cc1ccc(CNCC(O)(c2ccc(F)cc2)c2ccc(F)cc2)cc1	-22%[46.1 µM]	?	0%	0%	20%[38.3 µM]	5%	0.0%
COC(=O)c1cc(NC(=O)c2cccc(C(F)(F)F)c2)c(=O)oc1C/C=N/OCc1cccc(Cl)c1Cl	0%[46.1 µM]	7%	1%	-5%	7%[38.3 µM]	5%	1.5%
Cc1ccc(N2C(=O)[C@@H]3C(c4ccc(F)cc4)=NO[C@@H]3C2=O)cc1	-17%[46.1 µM]	2%	2%	-3%	-1%[38.3 µM]	3%	-1.9%
O=C(COc1ccccc1)N1CCN(S(=O)(=O)c2ccc(Cl)cc2)CC1	-12%[46.1 µM]	3%	0%	1%	28%[38.3 µM]	4%	3.9%
COc1ccc(NC(=O)c2c([N+](=O)[O-])c(C(C)(C)C)nn2C)cc1	-33%	.	4%	.	.	-5%	0.1%
C=C(C)Cn1c(C2CC(=O)N(c3ccccc3F)C2)nc2ccccc21 (stereo not given)	2%	2%	2%[2.36 µM]	0%	6%	-16%	7.0%
COc1cccc(OC)c1C(=O)N1CCN=C1SCc1cccnc1	-5%[46.1 µM]	-6%	4%	-7%	-10%[38.3 µM]	5%	1.1%
CCCCNC(=O)CSc1nc2ccc(NC(=O)CSc3nnc(N)s3)cc2s1	22%	?	-2%	5%	0%	6%	-0.1%
O=C1CN(C(=O)COC(=O)/C=C/c2ccc(OC(F)F)cc2)c2ccccc2N1	-7%[46.1 µM]	-5%	1%	-1%	9%	10%	2.0%
OCCC1CN(Cc2ccon2)CCN1Cc1ccccc1 (stereo not given)	-10%	?	5%	3%	3%	3%	1.5%
S=c1[nH]nc(Cc2ccc(Cl)cc2)n1-c1ccc2c(c1)OCCO2	23%	.	8%	4%	2%	8%	-0.1%
CCC(CC)C(=O)NCCCCc1ccccc1	3%	1%	8%	2%	1%	-18%	-1.8%
Cc1ccc(CSC2=Nc3sccc3C3=NC(=O)CN23)cc1	-6%[46.1 µM]	3%	-9%	0%	-7%[38.3 µM]	-4%	-1.1%
CN(C)c1cccc(C(=O)OCC(=O)NCC2CCCO2)c1 (stereo not given)	-10%[46.1 µM]	6%	3%	1%	7%[38.3 µM]	-9%	-0.9%
COc1cccc(C(=O)N(Cc2nc(-c3cccc(C)c3)no2)C(C)C)c1OC	-28%[46.1 µM]	-8%	6%	2%	26%[38.3 µM]	5%	0.0%
Cc1cc(C)nc(Oc2ccc([N+](=O)[O-])cc2)n1	26%	.	11%	-1%	-5%	0%	0.1%
CC1=C(C(=O)OCc2ccccc2)C(c2ccccc2OC(F)F)NC(=O)N1 (stereo not given)	-24%[46.1 µM]	-11%	9%	14%	-11%[38.3 µM]	-8%	-1.6%
O=C(NCC(c1ccc(F)cc1)N1CCOCC1)c1c(F)cccc1F (stereo not given)	5%	.	13%	.	.	-17%	-0.6%
O=S(=O)(Nc1cc(C(F)(F)F)ccc1N1CCOCC1)c1ccccc1	0%	?	6%	.	.	-1%	0.0%
O=CN(Cc1ccco1)C1(C(=O)NC2CCCCC2)CCCCC1	-12%[46.1 µM]	0%	2%	0%	12%[38.3 µM]	1%	-6.2%
O=C(N/N=C/c1ccc(OCc2ccccc2)cc1)c1ccco1	1%	.	6%	.	.	-1%	0.1%
CSc1nnc(-c2sc3cc(C(F)(F)F)cnc3c2-c2ccccc2)n1C	-5%[46.1 µM]	-15%	-1%	-1%	15%[38.3 µM]	2%	-2.9%
COc1ccc(S(=O)(=O)NCCSCc2cccc(C)c2)cc1Br	-1%[46.1 µM]	?	-1%	-2%	7%[38.3 µM]	8%	-4.2%
COc1ccccc1CNc1ccccc1F	-7%	.	11%	-5%	-2%	-3%	-4.2%
C=CCNC(=S)N/N=C/c1ccc(C)s1	?	.	-5%	.	.	0%	4.3%
O=C(NCCc1ccccc1)C1c2ccccc2C(=O)N1Cc1cccs1 (stereo not given)	-32%	.	3%	0%	2%	-4%	0.0%

Single records, from the list above.
COc1ccccc1CNc1ccccc1F as listed: NPSR antag = -7%; Lamin A splicing = .; CBFb RUNX1 block = 11%; KinaseGlo FLuc = -5%; IMPase Li cell = -2%; aGal spleen mod = -3%; Epigenetic reg = -4.2%
O=CN(Cc1ccco1)C1(C(=O)NC2CCCCC2)CCCCC1 as listed: NPSR antag = -12%[46.1 µM]; Lamin A splicing = 0%; CBFb RUNX1 block = 2%; KinaseGlo FLuc = 0%; IMPase Li cell = 12%[38.3 µM]; aGal spleen mod = 1%; Epigenetic reg = -6.2%
CC1=C(C(=O)OCc2ccccc2)C(c2ccccc2OC(F)F)NC(=O)N1 (stereo not given) as listed: NPSR antag = -24%[46.1 µM]; Lamin A splicing = -11%; CBFb RUNX1 block = 9%; KinaseGlo FLuc = 14%; IMPase Li cell = -11%[38.3 µM]; aGal spleen mod = -8%; Epigenetic reg = -1.6%

Continuation:
SMILES	NPSR antag	Lamin A splicing	CBFb RUNX1 block	KinaseGlo FLuc	IMPase Li cell	aGal spleen mod	Epigenetic reg
Cc1sc(NC(=O)COc2ccccc2)c(C#N)c1-c1ccccc1	-19%	-11%	8%	-3%	0%	-8%	1.0%
C=CCc1cc(/C=C2/NC(=O)N(CC(=O)OC)C2=O)cc(OC)c1O	-26%	2%[9.22 µM]	1%	-1%	1%	-3%	0.0%
O=C(COC(=O)C1Cc2ccccc2CN1C(=O)c1ccccc1Cl)Nc1ccc(N2CCOCC2)cc1 (stereo not given)	-10%	3%	-25%	-1%	10%	3%	-1.2%
O=C(Cc1ccccc1)Nc1ccc2c(c1)CCC2	10%	.	8%	1%	-12%	3%	1.4%
CCc1cc(=O)oc2cc(OC(C)=O)cc(OC(C)=O)c12	29%[46.1 µM]	?	-1%	-2%	?	?	2.5%
Cc1ccc(NC2=NC(c3ccc(O)cc3)n3c(nc(C)cc3=O)N2)cc1 (stereo not given)	?	1%	0%	-2%	4%[38.3 µM]	6%	-1.4%
COc1ccc(-c2nc(CSCC(=O)N3CCN(C(=O)c4ccco4)CC3)c(C)o2)cc1OC	-5%[46.1 µM]	-2%	-1%	-2%	-1%[38.3 µM]	3%	4.1%
Cc1ccc(C(C)n2cc(C(=O)NCc3ccncc3)nn2)cc1 (stereo not given)	-4%[46.1 µM]	?	8%	-3%	10%[38.3 µM]	1%	-1.0%
O=C(Nc1ccc(N2CCN(C(=O)c3cccs3)CC2)cc1)c1cccnc1	-9%	-12%[46 µM]	3%	3%	8%	8%	1.1%
C/C(Cc1ccccc1)=N\NC(=O)CNC(=O)c1ccc(C(C)(C)C)cc1	8%	-13%	3%	0%	-3%	5%	-1.0%
CN(C)CCNC(=O)c1sc2cccc(F)c2c1Cl	12%	?	11%	0%	-3%	12%	2.3%
CCCC(=O)Nc1nnc(SCC(=O)N2CCN(c3ccccc3)CC2)s1	-5%	.	4%	.	.	-11%	0.0%
Cc1ccc(Nc2nc(CSc3nnc(-c4cccnc4)n3-c3ccccc3C)cs2)cc1	-14%	?	-17%	4%	12%	-3%	-2.6%
COc1ccc(-c2nnc(SCC(=O)NNC(=O)c3ccc(C)cc3)o2)cc1	19%	8%	4%	-2%	5%	4%	1.5%
CCCc1[nH]nc2c1C(c1ccsc1)C(C#N)=C(N)O2 (stereo not given)	12%	?	-6%	-5%	1%	4%	1.1%
Cc1ccccc1NC(=O)C1CC(=O)OC12CCOC(C)(C)C2 (stereo not given)	-30%	.	-2%	-1%	8%	-1%	2.2%
CC(=O)C1=NN(c2ccccc2)C(c2ccc3c(c2)OCO3)N1c1ccc(N2CCOCC2)cc1 (stereo not given)	-16%	?	-7%	-3%	1%	7%	0.0%
COc1cc(Br)cc(-c2nc3c(c(=O)[nH]c(=O)n3Cc3ccccc3)n2C)c1O	-29%[46.1 µM]	?	-3%	0%	3%[38.3 µM]	5%	1.5%
O=C(NNC(=O)c1cccc(O)c1)Nc1ccc([N+](=O)[O-])cc1	7%	-6%[46 µM]	1%	2%	0%	8%	-0.4%
CN1CCN(CCCNC(=O)c2ccc(CSCc3cccc(Cl)c3)o2)CC1	3%[46.1 µM]	0%[0.0737 µM]	-5%	-3%	-30%[38.3 µM]	0%	-2.7%
Cc1nn(CC(=O)N2CCc3ccccc3C2)c(C)c1[N+](=O)[O-]	6%	11%[46 µM]	7%	2%	4%	-7%	-1.1%
COc1cccc(CC2(CO)CCCN(Cc3cn[nH]c3-c3cc(C)ccc3C)C2)c1 (stereo not given)	-2%	?	4%	5%	6%	10%	-1.1%
Cc1cc(-c2ccccc2)nc2c(Br)c(=O)[nH]n12	-5%	.	3%	7%	1%	-2%	-3.1%
Cc1ccc(-c2ccc(SCC(=O)NCC3CCCO3)nn2)cc1 (stereo not given)	16%	.	-6%	-3%	2%	6%	0.1%

Given as a markdown table: 2 of the compounds above.
| Compound | NPSR antag | Lamin A splicing | CBFb RUNX1 block | KinaseGlo FLuc | IMPase Li cell | aGal spleen mod | Epigenetic reg |
| --- | --- | --- | --- | --- | --- | --- | --- |
| COc1ccc(S(=O)(=O)NCCSCc2cccc(C)c2)cc1Br | -1%[46.1 µM] | ? | -1% | -2% | 7%[38.3 µM] | 8% | -4.2% |
| Cc1ccc(CNCC(O)(c2ccc(F)cc2)c2ccc(F)cc2)cc1 | -22%[46.1 µM] | ? | 0% | 0% | 20%[38.3 µM] | 5% | 0.0% |

Not all compounds are listed; the hit share may differ from the screen's.
